DAGLB inhibitor – blocks human DAGLB lipase activity. inhibition, % at 5.17 µM. HEK293T DAGLB membrane lysate, EnzChek fluorogenic substrate. hit rate 0.059% among 340,000; in the data active = inhibition above about 34%;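 also: 0% = enzyme with vehicle and 100% = wells lacking enzyme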
C-LANA FP – blocks KSHV LANA C-terminal domain binding to DNA | MBP-C-LANA/FAM-LBS DNA binding, fluorescence polarization | AID 504423 | inhibition, % at 9 µM | hit rate 0.078% among 340,000;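 active = highest replicate inhibition at or above 60% at 9 µM, even if other replicates fall short; inactive = all replicates below 60% inhibition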;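 also: 0% = neutral control wells and 100% = 4 µM acridine orange control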
V-ATPase pH – regulators of yeast V-ATPase proton transport | hit rate 0.37% among 350,000 | AID 504577 | S. cerevisiae, pHLuorin cytosolic pH fluorescence | response, % at 10 µM; in the data active = response mostly above about 7.3%, no sharp cut-off; inactive = mostly below about 5.4%; also: actives read high; inactives centre near 0; some compounds called inactive have numbers as strong as hits; reference of the scale not given here
Keap1 Nrf2 FP – inhibitors of human Keap1-Nrf2 protein-protein interaction | inhibition, % at 9.4 µM | Keap1 Kelch-Nrf2 peptide fluorescence polarization, 1536-well | Q14145 | hit rate 0.15% among 340,000; in the data active = inhibition above about 12%;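 also: human Keap1 Kelch domain with fluorescein labeled Nrf2 9mer peptide probe; 0% = neutral control wells and 100% = peptide positive control; higher means more block of Keap1 binding to Nrf2 peptide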
Arr AP2 block – blocks beta-arrestin peptide binding to AP2 adaptin; FITC-arrestin peptide / GST-AP2 beads, flow cytometry; AP2 beta2 appendage carries R879A mutation; AID 504490; inhibition, % at 10 µM; hit rate 0.31% among 340,000;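 active = inhibition above a set limit, near 3 SD of compounds lacking own fluorescence, cut at about 54% in these data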;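 also: plate controls were DMSO wells for no effect and 5 µM unlabelled arrestin peptide for full effect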
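System: GST-AP2 R879A glutathione beads. Medium: PBS with 0.05% Tween 20 and 0.1% BSA. Also added: FITC-arrestin peptide, 50 nM. Incubation: 12 min plus 1 h, RT. Measured by: high-throughput flow cytometry of beads, ex 488, em 535 nm. Evaluation: percent drop in bead-associated FITC signal.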
RTF Ca sens inh – cardiac RTF calcium desensitization; P19429+P45379; IANBD-labeled cardiac RTF, Ca2+ fluorescence; inhibition, % at 7.15 µM; hit rate 0.12% among 340,000;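 active = inhibition above the mean inhibition of all tested compounds plus 3 SD, cut at about 17% in these data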;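 also: assay run at fixed EC70 calcium of 1.6 mM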
CAL PDZ FP-1 – inhibitors of human CAL PDZ peptide binding. Q9HD26. purified CAL PDZ, TMR-peptide fluorescence polarization, 1 h. inhibition, % at 24.9 µM. hit rate 0.92% among 300,000. AID 602252;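 active = mean inhibition of at least 30% with at least half of replicates also reaching 30%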;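 also: 0% = DMSO neutral control and 100% = excess unlabeled competitor peptide PRC23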
NSD2 inh – NSD2 (human) methyltransferase inhibition; O96028; inhibition, % at 12.5 µM; hit rate 0.54% among 310,000; NSD2 peptide methylation, AlphaScreen, 120 min; in the data active = inhibition above about 50%
CAL PDZ FP-2 – inhibitors of human CAL PDZ peptide binding | inhibition, % at 20 µM | AID 504414 | Q9HD26 | purified CAL PDZ, TMR-peptide fluorescence polarization, 1 h | hit rate 0.02% among 330,000;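 active = highest replicate inhibition of at least 40%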;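 also: plate controls were DMSO neutral control wells for no effect and unlabeled competitor peptide control wells for full effect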
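System: tagged CAL PDZ domain. Schedule: 1 h room-temperature incubation prior to read. Signal: fluorescence polarization (mP). Measure: percent inhibition from loss of millipolarization.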
DSG3 Ab inh – blocks pemphigus antibody binding to human desmoglein-3. DSG3-coupled beads, scFv-anti-DSG3-GFP binding, flow cytometry; active compounds read low. AID 588358. binding (percent of control), % at 10 µM. hit rate 0.48% among 310,000;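 active = binding more than 3 SD below its plate's average and above zero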;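 also: hits lower antibody fragment binding to DSG3; some compounds called inactive have numbers as strong as hits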
Target sequence (P32926 whole entry, looked up, the tested form may be a part): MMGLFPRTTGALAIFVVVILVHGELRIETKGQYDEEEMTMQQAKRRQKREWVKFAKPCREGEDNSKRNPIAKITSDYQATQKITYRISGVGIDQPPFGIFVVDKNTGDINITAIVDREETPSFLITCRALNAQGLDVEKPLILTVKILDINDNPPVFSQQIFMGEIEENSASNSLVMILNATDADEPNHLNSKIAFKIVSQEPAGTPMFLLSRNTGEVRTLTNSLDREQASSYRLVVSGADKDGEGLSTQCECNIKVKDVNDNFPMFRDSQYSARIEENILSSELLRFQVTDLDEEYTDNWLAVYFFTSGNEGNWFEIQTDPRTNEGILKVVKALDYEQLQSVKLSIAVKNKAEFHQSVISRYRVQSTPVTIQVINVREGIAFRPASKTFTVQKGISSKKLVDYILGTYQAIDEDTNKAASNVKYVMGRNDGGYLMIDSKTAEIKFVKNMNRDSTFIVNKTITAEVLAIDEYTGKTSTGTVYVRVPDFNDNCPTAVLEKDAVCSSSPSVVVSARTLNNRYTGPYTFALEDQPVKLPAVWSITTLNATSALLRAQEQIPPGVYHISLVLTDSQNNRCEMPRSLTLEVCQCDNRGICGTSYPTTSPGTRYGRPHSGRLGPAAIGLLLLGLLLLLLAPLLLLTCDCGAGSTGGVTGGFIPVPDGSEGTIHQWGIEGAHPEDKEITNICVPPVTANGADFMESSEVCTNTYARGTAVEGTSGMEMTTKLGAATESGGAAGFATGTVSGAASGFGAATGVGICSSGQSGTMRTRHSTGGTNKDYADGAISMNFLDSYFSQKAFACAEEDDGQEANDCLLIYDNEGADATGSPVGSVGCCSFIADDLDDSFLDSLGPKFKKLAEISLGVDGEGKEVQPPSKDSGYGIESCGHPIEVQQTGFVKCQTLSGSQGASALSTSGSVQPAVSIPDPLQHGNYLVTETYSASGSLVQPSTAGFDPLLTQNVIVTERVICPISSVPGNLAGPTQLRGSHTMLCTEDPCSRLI
Active calls of the source: *; / = no result given. This is a subset; rates above refer to the full screens.

Second line of a record: DAGLB inhibitor, C-LANA FP, V-ATPase pH, Keap1 Nrf2 FP, Arr AP2 block, RTF Ca sens inh, CAL PDZ FP-1, NSD2 inh, CAL PDZ FP-2, DSG3 Ab inh
1: Cc1ccc(C)c(OCCn2cc(/C=C(\C#N)C(=O)NCC3CCCO3)c3ccccc32)c1 (configuration not stated)
    -3, -2.7, -1, -4, 19, -5, 3, -7, -1.2, 102
2: Cc1ccc2nc3c(cc(C(=O)NC4CCCCC4)c(=N)n3C3CCCCC3)c(=O)n2c1
    0, -0.8, -5, 2, 20, 0, 0, -3, -1.4, 111
3: CC1(C)CC(NCCC(c2ccccc2)c2ccco2)CCO1 (configuration not stated)
    0, -0.7, -1, 1, 27, 3, -22, 31, -0.2, 98
4: CC(=O)N1C(=O)C(=C2C=C(C)OC(C)=C2)c2ccccc21
    0, 12, 1, 2, 6, -24, -3, 1, -0.5, 103
5: CSc1nnc(-c2cc[n+](C)cc2)n1CCO
    0, 0.8, -7, 3, 8, 4, 2, -1, -0.2, 83
6: Cc1ccc(NC(=O)c2cc(-c3ccccc3)nn2-c2ccccc2)c(Br)c1
    0, -1.2, 3, -5, 4, -1, -3, -6, -1.7, 106
7: CNC(=O)N1CCC(C(=O)c2c(C)c(C)c(C)c(C)c2C)CC1
    -1, -0.5, -1, 2, 4, 1, 8, 21, -1.5, 101
8: CCCNC(=S)N1CC2(C)CN(C(=O)C(=O)OCC)CC(C)(C1)C2=O
    -1, -1.4, -1, -3, -15, -6, -4, -2, -1.9, 96
9: COc1cccc(NC(=S)Nc2cccc3ccccc23)c1
    1, 2.8, 6, 3, 28, -3, -4, 2, -1.8, 118
10: CCN(CC)S(=O)(=O)c1ccc(N2CCCC2)c(NC(=O)CC(C)(C)C)c1
    -2, -0.7, 2, -4, 17, 4, 4, 0, -0.4, 86

Next compounds:
Second line of a record: DAGLB inhibitor, C-LANA FP, V-ATPase pH, Keap1 Nrf2 FP, Arr AP2 block, RTF Ca sens inh, CAL PDZ FP-1, NSD2 inh, CAL PDZ FP-2, DSG3 Ab inh
11: C=CCNC(=O)CN1CCC(O)(c2ccccc2)CC1
    -2, 0.4, 6, 3, -5, 3, -3, -5, -3.3, 99
12: COc1cc(/C=N/Nc2nc3ccccc3o2)cc(OC)c1O
    -2, -2.5, 4, -3, 15, -1, 0, -1, 1.2, 101
13: COc1ccc(NC2CCCN(C(=O)CCC(=O)c3ccc(F)cc3)C2)cc1 (configuration not stated)
    3, -0.5, -3, -5, 11, 5, /, 7, 0.5, 98
14: OC(COc1ccc(-c2ccccc2)cc1)CN1CCCCC1 (configuration not stated)
    1, /, 2, /, /, /, /, 1, /, 107
15: O=C(c1ccc(F)cc1)N1C2CCC1CC(O)(c1ccccc1F)C2 (configuration not stated)
    -1, -0.1, 13, -4, 9, -1, -3, -2, /, 102
16: Cc1ccc(NC(=O)C2C3C=CC4(CN(Cc5cccnc5)C(=O)C24)O3)cc1 (configuration not stated)
    1, 3.6, 0, -1, -4, -9, -1, /, -0.6, 104
17: NS(=O)(=O)c1cccc(NC(=S)NC(=O)c2cccc([N+](=O)[O-])c2)c1
    3, -1.1, -1, 1, 47, 1, 4, -3, -0.4, 109
18: CCC(=O)N1c2ccc(S(=O)(=O)N3CCN(C)CC3)cc2CC1C (configuration not stated)
    0, -0.2, 0, -2, 41, -9, -3, -2, -1.4, 120
19: CCCNC(=O)c1cc(SC)ccc1Cl
    0, -0.9, 5, -3, -6, -7, -1, -6, -2.7, 126
20: CCOC(=O)/C(C#N)=C/Nc1ccsc1C(=O)OC
    -2, 0.5, 0, 3, 22, -10, 3, -1, -0.1, /

Other records follow:
Second line of a record: DAGLB inhibitor, C-LANA FP, V-ATPase pH, Keap1 Nrf2 FP, Arr AP2 block, RTF Ca sens inh, CAL PDZ FP-1, NSD2 inh, CAL PDZ FP-2, DSG3 Ab inh
21: Cc1ccccc1S(=O)(=O)NCC1CCCO1 (configuration not stated)
    -1, -1.2, 3, -1, -4, 5, -6, -2, 2.3, 99
22: COc1ccc2nc(NC(=O)CSc3nnc(-c4ccoc4C)n3C)sc2c1
    -3, 0.6, 0, -5, -4, -2, /, -6, -0.5, 108
23: Cc1cc(C(=O)CN2C(=O)NC(C)(c3cccc(Br)c3)C2=O)c(C)n1Cc1ccco1 (configuration not stated)
    -4, -0.6, -4, -7, 23, -1, /, 1, -0.6, 115
24: COc1ccccc1NC(=O)NCc1ccccc1F
    -2, 1.0, 0, -3, -4, 2, 0, 2, -2.4, 89
25: CNC(=O)c1cc2cc(OC)ccc2n1CCN(Cc1ccccc1)Cc1ccccc1
    -2, 0.5, 0, -5, -5, -5, 0, -1, 2.6, 110
26: Cc1cc(N2CCOCC2)c(F)cc1C(=O)c1ccccc1
    -1, -0.9, 0, -1, 9, -11, -6, -13, /, 102
27: COC(=O)c1cccc(COC(=O)CNC(=O)c2ccco2)c1
    2, 0.6, 1, 2, 0, -8, -1, 0, -0.3, 97
28: CCNC(=O)c1oc2c(c1C)C(=O)CC(C)(C)C2
    -1, 2.0, -2, 3, 5, 3, -2, 0, -0.7, 101
29: COc1ccc(C(=O)NCCCCCC(=O)N/N=C/c2ccco2)cc1OC
    1, -0.9, -3, -1, 5, -11, -7, -2, -0.1, 98
30: S=C1Nc2ccccc2Sc2ccc(Cl)cc21
    0, 2.2, 1, -1, -3, -11, /, -3, 0.1, 111

Carrying on.
Second line of a record: DAGLB inhibitor, C-LANA FP, V-ATPase pH, Keap1 Nrf2 FP, Arr AP2 block, RTF Ca sens inh, CAL PDZ FP-1, NSD2 inh, CAL PDZ FP-2, DSG3 Ab inh
31: Cc1cccc(N2CCN(C(=O)CNC(=O)C3CCCCC3)CC2)c1C
    0, -0.4, -1, -4, 2, 3, -2, 1, -0.2, 100
32: O=C(Nc1ccc(Cl)cc1F)c1ccc(-n2cncn2)cc1
    0, 1.1, 0, -2, -4, -1, -3, 0, -1.5, 99
33: COc1cc(N=C(N)N=C(N)N)cc(OC)c1
    2, 0.4, 0, -2, 20, 2, 17, /, 0.2, 100
34: Cc1cc(Br)ccc1NC(=O)CN(C)C(=O)C1CCN(c2ncnc3sc(C)c(C)c23)CC1
    -1, 1.5, 13, 8, 44, 0, 0, 1, -2.8, 99
35: COc1ccc(S(=O)(=O)N2CCN(c3ccccc3)CC2)cc1
    -10, -0.8, -1, 3, 32, 5, -6, -2, /, 103
36: Cc1ccc(C(=O)Nc2ccc(F)cc2)o1
    -2, 2.2, 0, -7, 3, -3, -3, 4, -1.2, 103
37: Cc1ccnc(SCC(=O)N2CCN(c3ccccc3)CC2)n1
    -2, -0.7, -1, 3, 3, -3, -1, 1, 0.6, 105
38: CCc1ccc2nc(N(CCCN(C)C)C(=O)c3ccc(S(=O)(=O)N4CCCC4)cc3)sc2c1
    -1, -1.7, -7, -6, 2, -4, -3, 3, -1.0, 108
39: Cc1cccc(C)c1Oc1nc(-c2ccccc2)ncc1S(=O)(=O)c1ccccc1
    3, -0.6, 0, 3, 2, -7, -1, -2, -0.2, 101
40: CS(=O)(=O)Nc1ccc(C(=O)CC(=O)Nc2ccc([N+](=O)[O-])cc2)cc1
    4, -4.4, -1, 6, 10, 4, -2, 0, 1.6, 110

Next section:
Second line of a record: DAGLB inhibitor, C-LANA FP, V-ATPase pH, Keap1 Nrf2 FP, Arr AP2 block, RTF Ca sens inh, CAL PDZ FP-1, NSD2 inh, CAL PDZ FP-2, DSG3 Ab inh
41: CCO[C@H]1OC(C(=O)N2CCN(Cc3ccc4c(c3)OCO4)CC2)=C[C@@H](C2CCCCC2)[C@@H]1CCCO
    -3, -0.7, 5, 0, 28, -7, -5, /, -1.5, 103
42: O=C(Nc1cccc(C(=O)N2CCOCC2)c1)c1cncc(Br)c1
    3, 0.6, -2, -2, -15, -20, -1, 0, -1.9, 108
43: Cc1ccc(NC(=O)CN(C)S(=O)(=O)c2cccc3nsnc23)cc1Cl
    0, -0.4, 1, -2, 2, -9, 5, 3, /, 108
44: CCCC1Nc2ccc(C(=O)O)cc2C2C=CCC12 (configuration not stated)
    4, 43, 2, 2, 10, -4, /, 92*, -0.9, 112
45: COc1ccc(-c2n[nH]c3c2C(c2ccc(OC)c(OC)c2)N(c2ccccc2)C3=O)cc1 (configuration not stated)
    1, -1.0, 2, -4, -1, -10, 0, 2, -2.8, 95
46: CN(C)CCCN(C(=O)COc1ccccc1)c1nc2cc3c(cc2s1)OCO3
    -1, 0.0, -4, 2, -10, -2, 1, 10, -2.1, 106
47: CCS(=O)(=O)N1CCN(C(=O)CC(C)C)CC1
    1, 2.3, 1, 1, 5, 2, 0, 2, -4.0, 103
48: CC1=NN(C(C#N)c2ccc(F)cc2)C(C)(C)C1 (configuration not stated)
    4, -1.1, 3, 0, 14, 9, 6, -2, -2.2, 95
49: CC(NC(=O)c1ccnn1C)C1CCCO1 (configuration not stated)
    0, -0.4, -1, -2, 22, 6, 0, 1, -1.8, 104
50: Cc1ccc(C(=O)c2c[nH]cc2-c2ccccc2)cc1
    -4, -0.9, -1, 0, 12, -14, -3, 3, -0.2, /

Sorted by the number under NSD2 inh (high to low): three of the compounds above
| cpd | structure | NSD2 inh |
| --- | --- | --- |
| 44 | CCCC1Nc2ccc(C(=O)O)cc2C2C=CCC12 (configuration not stated) | 92* |
| 50 | Cc1ccc(C(=O)c2c[nH]cc2-c2ccccc2)cc1 | 3 |
| 48 | CC1=NN(C(C#N)c2ccc(F)cc2)C(C)(C)C1 (configuration not stated) | -2 |

The results go on:
Second line of a record: DAGLB inhibitor, C-LANA FP, V-ATPase pH, Keap1 Nrf2 FP, Arr AP2 block, RTF Ca sens inh, CAL PDZ FP-1, NSD2 inh, CAL PDZ FP-2, DSG3 Ab inh
51: CC(=O)Nc1ccc(-c2ccc(NC(C)=O)cc2)cc1
    -2, -1.1, -1, 2, 32, -3, -2, -4, -1.7, 88
52: Cc1nnc(SCc2nc3ccccc3s2)n1N
    2, -0.9, 1, 1, -1, -10, -1, 0, -1.0, 93
53: S=C(Nc1cccnc1)N1CCCCC1
    0, -0.2, -2, -7, -4, -11, 0, 0, -2.1, 120
54: COc1ccc(OCC(O)CN2C(=O)c3ccccc3C2=O)cc1 (configuration not stated)
    -1, 0.9, 1, 4, -19, -3, -7, -2, -1.0, 94
55: Nc1nc(=O)n(C2CCCCO2)cc1Br (configuration not stated)
    4, 1.1, -81, 3, -20, -6, -1, 0, -0.3, /
56: COc1ccc(CCNC(=O)CSc2ccc(NC(C)=O)cc2)cc1OC
    2, 0.6, -4, 1, 3, -16, -5, -4, -2.5, 100

Source: PubChem BioAssay
